hERG rescue – hERG rescue from dofetilide block, primary screen, cell-based, CHO-hERG, FluxOR thallium flux, dofetilide IC70. activation (rescue from dofetilide block), less the hit threshold, % at 10 µM. Voltage-gated inwardly rectifying potassium channel KCNH2 (Homo sapiens), Q12809. dofetilide IC70 present. hit rate 0.51% among 310,000;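 active means activation above the mean of controls blocked by dofetilide plus 5 SD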;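 further: thallium influx through hERG after potassium depolarization seen as dye fluorescence rise; in these data hits start at about 4.7%; inactives centre near -7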
KCNQ1 act – potentiators or activators of KCNQ1 channel, primary screen, cell-based, thallium flux, high-throughput. hit rate 0.35% among 310,000. B-score at 10 µM. CHO-K1 KCNQ1, thallium flux FluxOR fluorescence; active compounds read high. Potassium voltage-gated channel subfamily KQT member 1 (Homo sapiens), P51787;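 active means fluorescence ratio B-score, a plate-corrected score, at least three library SD, with initial intensity B-score within 5 SD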
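Assay system: CHO-K1 cells stably expressing KCNQ1. Medium: assay buffer for compound exposure, DMSO matched across wells. Timing: 37 °C overnight plating, 90-min dark dye load, 20-min compound pretreatment. Signal: kinetic FluxOR fluorescence, 10 s baseline plus 110 s post-stimulus.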
KCNK3 inh – human KCNK3 channel inhibitors, primary screen, CHO cells, FluxOR thallium flux, B-score; FluxOR fluorescence; active compounds read low; B-score at 10 µM; hit rate 0.84% among 340,000;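 active means B-score under library mean minus 4 SD, starting fluorescence ratio at most library mean plus 5 SD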;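 further: more negative B-score means stronger inhibition of thallium flux through KCNK3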
KCNQ1 block – inhibitors of human KCNQ1 channel, primary screen, cell-based, thallium flux, high-throughput; Potassium voltage-gated channel subfamily KQT member 1 (Homo sapiens), P51787; CHO-K1 KCNQ1, FluxOR thallium flux fluorescence; active compounds read high; B-score at 10 µM; hit rate 1.3% among 310,000;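 active means compounds whose thallium flux B-score, printed positive for inhibition, exceeds three library SD while starting fluorescence stays within three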;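 further: channel opened by potassium depolarization with thallium stimulus after 20 min compound exposure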
HDAC3 inhib – HDAC3 deacetylase inhibitors, primary screen, biochemical, fluorescence, cell-free homogeneous; inhibition, % at 8.3 µM; recombinant HDAC3, fluorogenic peptide/trypsin coupled; Histone deacetylase 3 (Homo sapiens), O15379; AID 2718, 2010; hit rate 0.15% among 320,000; in the data active means inhibition above about 26%, passing the limit was not always enough
Target sequence (O15379 whole entry, looked up): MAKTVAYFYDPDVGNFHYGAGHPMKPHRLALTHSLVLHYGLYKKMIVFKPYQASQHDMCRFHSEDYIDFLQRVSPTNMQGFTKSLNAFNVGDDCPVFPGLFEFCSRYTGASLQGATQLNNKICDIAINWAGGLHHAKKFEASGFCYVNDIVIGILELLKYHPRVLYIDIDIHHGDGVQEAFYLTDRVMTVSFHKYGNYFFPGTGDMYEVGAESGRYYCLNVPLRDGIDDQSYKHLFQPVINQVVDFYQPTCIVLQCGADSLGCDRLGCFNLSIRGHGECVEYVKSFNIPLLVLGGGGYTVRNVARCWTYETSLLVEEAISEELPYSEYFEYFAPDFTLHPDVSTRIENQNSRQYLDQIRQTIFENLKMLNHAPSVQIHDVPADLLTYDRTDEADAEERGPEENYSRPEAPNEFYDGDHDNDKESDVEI
DYRK1A inh – rat Dyrk1A kinase inhibitors, primary screen, biochemical, single point, plate reader | Dual specificity tyrosine-phosphorylation-regulated kinase 1A (Rattus norvegicus), Q63470 | ADP-Glo luminescence, NFATc1 peptide | inhibition, % at 12.5 µM | hit rate 0.43% among 310,000; in the data active means inhibition above about 50%;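 further: plate controls were vehicle with enzyme for no effect and no enzyme for full effect; many of its hits are not listed in these tables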
GSK3 alpha inh – blockers of GSK3A enzyme activity – biochemical, luminescence, cell-free homogeneous, HTS, primary screen; GSK-3 alpha kinase, ADP-Glo luminescence, 60 min; inhibition, % at 10 µM; AID 2650, 2010; hit rate 0.1% among 320,000;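 in the data active means inhibition above about 50%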;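 further: GST-tagged GSK-3 alpha with peptide substrate and 25 µM ATP; 0% = DMSO neutral wells and 100% = GW8510 positive control wells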
GSK3beta inhib – human GSK3beta kinase inhibitors, primary screen, biochemical, cell-free homogeneous, HTS | hit rate 0.038% among 300,000 | GST-GSK3beta kinase, ADP-Glo luminescence, 60 min; active compounds read low | AID 2097, 2009 | activity score (negative = inhibition), % at 10 µM | Glycogen synthase kinase-3 beta (Homo sapiens), P49841;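 active means more than half of replicate wells score below -50%, meaning over 50% inhibition versus plate controls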;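 further: 0% = median DMSO wells and -100% = median GW8510 positive control wells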
Target sequence (P49841 whole entry, looked up): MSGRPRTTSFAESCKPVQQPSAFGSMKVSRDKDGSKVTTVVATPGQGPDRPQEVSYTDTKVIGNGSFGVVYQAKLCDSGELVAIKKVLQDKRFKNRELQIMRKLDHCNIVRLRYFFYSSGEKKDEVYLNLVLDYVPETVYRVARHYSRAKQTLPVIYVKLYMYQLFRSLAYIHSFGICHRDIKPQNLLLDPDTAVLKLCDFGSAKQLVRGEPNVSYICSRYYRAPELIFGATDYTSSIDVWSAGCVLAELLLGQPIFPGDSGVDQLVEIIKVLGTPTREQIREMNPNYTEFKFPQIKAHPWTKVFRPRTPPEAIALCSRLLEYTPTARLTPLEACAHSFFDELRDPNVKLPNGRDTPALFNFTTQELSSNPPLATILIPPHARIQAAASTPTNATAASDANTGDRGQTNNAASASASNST
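Assay system: GST-fused GSK3beta enzyme, cell-free / Medium: Tris pH 7.5 buffer with MgCl2, DTT, BSA, heparin / Also added: peptide substrate plus 25 µM ATP (final) / Compound: 10 µM single point / Timing: kinase reaction with compound 60 min at room temperature / Detection: ADP-Glo luminescence / Benchmarks: DMSO neutral wells and GW8510 at 20 µM as positive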
KCNK9 inh – KCNK9 potassium channel inhibitors, primary screen, HEK293 cells, thallium flux; B-score at 10 µM; hit rate 1.2% among 310,000; Potassium channel subfamily K member 9 (Homo sapiens), Q9NPC2; FluxOR thallium flux fluorescence; active compounds read low;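 active means ratio B-score over 3 SD below the library mean, with starting fluorescence within 5 SD of its mean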;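 further: negative B-score means less thallium flux so channel inhibition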
PolyA inhibitor – polyadenylation inhibitors in yeast reporter cells, primary screen, luminescence, S. cerevisiae; S. cerevisiae SKY197-pL101 polyadenylation reporter, beta-gal luminescence; efflux-impaired pdr1/pdr3 knockout yeast; score 100 = 6 SD above DMSO; calls only at 12 µM; hit rate 0.02% among 300,000; AID 1875, 2009;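 active means lowest replicate activity score at least 50, where 100 means six control SD above control mean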;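 further: yeast exposed to compound for 9 h at 30 °C; higher score means more reporter readthrough which indicates perturbed polyadenylation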
RGS4 pot – RGS4 potentiators or activators, primary screen, cell-based, HEK293 M3R inducible RGS4, calcium flux; carbachol calcium flux Fluo4; active compounds read low; hit rate 0.92% among 310,000; AID 463111, 2010; B-score at 10 µM;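 active means B-score of the integrated calcium signal more than 4 SD below the library mean, with starting fluorescence not abnormally high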;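 further: negative B-score means reduced calcium response which marks RGS4 activation or potentiation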
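Test system: HEK293 cells with stable M3R and inducible RGS4; also added: carbachol at ECmax as muscarinic agonist stimulus; schedule: dye loading 30 min 37 °C, buffer rest 30 min RT; technique: kinetic calcium fluorescence imaging with Fluo4-AM dye, 2 µM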
An asterisk follows results filed as active; i = inactive; nt = not tested or not shown. A portion of the library; rates above refer to the full screens.

SMILES	hERG rescue	KCNQ1 act	KCNK3 inh	KCNQ1 block	HDAC3 inhib	DYRK1A inh	GSK3 alpha inh	GSK3beta inhib	KCNK9 inh	PolyA inhibitor	RGS4 pot
N#C/C(=C\c1ccc([N+](=O)[O-])cc1)C(=O)Nc1ccccc1O	-8	i	i	i	5	4	-1	-2	i	i	i
Nc1nn2cc(-c3ccccc3)nc2c2ccccc12	-18	i	i	i	-115	26	1	-2	i	i	i
O=C(CSc1nnc2ccccn12)Nc1ccc2c(c1)OCCO2	-10	i	i	i	1	-5	2	1	i	i	i
COc1ccc(CNC(=O)C2CCN(S(=O)(=O)c3ccc(SC)cc3)CC2)cc1	-4	i	i	i	1	-4	1	-4	i	i	i
Cc1ccc(NC(=O)CCC(=O)N/N=C/C=C/c2ccccc2)cc1	-3	i	i	i	0	-1	-1	2	i	i	i
COc1cc(O)c2c(=O)c3c(OC)c(O)ccc3oc2c1	-9	i	i	i	4	4	-3	-3	i	i	i
CCOc1ccccc1-n1c(SCC(=O)N(CC)CC)nnc1-c1ccccn1	-4	i	i	i	-5	3	-1	1	i	i	i
CCCCCCCOc1ccc(-c2ccc(C#N)cn2)cc1	-10	i	i	i	-10	1	-3	2	i	i	i
O=C1NN(c2ccc(F)cc2)C(=O)/C1=C/c1cccs1	-8	i	i	i	-3	16	0	-1	i	i	i
O=C(O)CCn1c(-c2ccccc2)cc2ccccc21	-10	i	i	i	-6	10	-10	1	i	i	i
COCCc1ncc(CN2CCCC(C(=O)Nc3cccc(-c4cccc(C)c4)c3)C2)cn1 (configuration not stated)	-11	i	-9*	i	5	-1	-4	1	i	i	i
COCCN(C(=S)Nc1cc(C)cc(C)c1)C(C)c1cccnc1 (configuration not stated)	0	i	i	i	1	-4	3	2	i	i	i
Cc1ccc(Nc2nc(N3CCOCC3)nc(N3CCOCC3)n2)cc1C	-5	i	i	i	0	-7	1	2	i	i	i
COc1ccc(-c2nnc(-c3cccnc3)o2)cc1	-9	i	i	i	-58	-2	nt	-2	i	i	i
Cc1ccc(CCNC(=O)C2CCN(S(=O)(=O)c3cccc4nsnc34)CC2)cc1	-3	i	i	i	-5	-2	-1	0	i	i	i
Cc1[nH]c(=O)[nH]c(=O)c1S(=O)(=O)N1CCCC1	-6	i	i	i	-1	4	3	1	i	i	i
CCn1c(=O)c(CCC(=O)NCC2CCCO2)c(C)c2c(C)nn(-c3ccccc3)c21 (configuration not stated)	-12	i	i	i	0	3	-2	3	i	i	i
CCOC(=O)c1c(/N=C/N(C)C)sc(C=O)c1-c1ccccc1	-2	i	i	i	-1	-1	5	-1	i	i	i
CC(OC(=O)c1ccccc1O)C(=O)Nc1cccc(Cl)c1 (configuration not stated)	-7	i	i	i	5	-7	-1	1	i	i	i
CCc1c(C)nc(SCC(=O)c2ccc(C)c(C)c2)[nH]c1=O	-4	i	i	i	0	-4	-6	4	i	i	i
O=C(O)CCCC(=O)Nc1cccc([N+](=O)[O-])c1	-18	i	i	i	-2	-5	-1	3	i	i	i
CC(C)CN(CC(C)C)C(=O)Cc1coc2ccc3ccccc3c12	-12	i	i	i	6	3	0	-2	i	i	i
Cc1cc(NC(=O)CC#N)n(-c2nc3ccccc3[nH]2)n1	-4	i	i	i	5	-6	0	-5	i	i	i
CS(=O)c1nc(-c2ccc(Br)cc2)cc(-c2ccccc2)c1C#N (configuration not stated)	-2	i	i	i	2	-3	-1	-2	i	i	i
NC(=O)c1ccccc1N	-4	i	i	i	-1	nt	7	-3	i	i	i
COc1ccc(-c2nc3c(n2O)CCCC3=O)cc1OC	-9	i	i	i	-5	-10	-3	2	i	i	i
CCOC(=O)c1c(C)n(C)c2ccc(OC)c(NC(=O)CCN3CCSCC3)c12	-10	i	i	i	2	-3	1	0	i	i	i
COC(=O)C1C2C=CC3(CN(Cc4cccs4)C(=O)C13)O2 (configuration not stated)	-4	i	i	i	-14	-15	1	-2	i	i	i
CN1C(=O)CSc2ccc(NC(=O)Nc3ccccn3)cc21	1	i	i	i	1	6	14	-4	i	i	i
Cc1nn(-c2ccccc2)c(N)c1C(O)(CC(=O)C(F)(F)F)C(F)(F)F (configuration not stated)	-6	i	i	i	-5	-11	-3	-3	i	i	i
Nc1cccc(P(=O)(c2ccccc2)c2ccccc2)c1	-2	i	i	i	7	-7	-1	1	i	i	i
FC(F)(F)c1ccnc(Sc2n[nH]c(C(F)(F)F)n2)c1	-7	i	i	i	1	-14	-2	-4	i	i	i
Nc1nc2nc(SCC(=O)N3CCCc4ccccc43)[nH]c2c(=O)[nH]1	-18	i	nt	i	12	nt	-2	1	i	i	i
Brc1ccc(Oc2ncc(CN3CCOCC3)s2)cc1	-14	i	i	i	-3	-6	-1	-3	i	i	i
COC(=O)c1cc2ccccc2c(-c2c(O)ccc3ccccc23)c1O	-14	i	i	i	16	0	0	0	i	i	i
CN(CCc1ccccn1)S(=O)(=O)c1ccc(F)cc1	-6	i	i	i	-4	-4	-2	0	i	i	i
Cc1[nH]n(-c2ccccc2)c(=O)c1C=Nc1ccc(S(=O)(=O)N=C(N)N)cc1	-5	i	i	i	nt	1	4	2	i	i	i
CCOc1ccc(Nc2oc(-c3cccc(Cl)c3)nc2C#N)cc1	-3	i	i	i	6	5	0	-5	i	i	i
O=C(Nc1ccc(Cl)c([N+](=O)[O-])c1)c1ccc(NCCCN2CCOCC2)c([N+](=O)[O-])c1	-8	i	i	i	1	-2	1	-3	i	i	i
Cc1cc2c(=O)n(C)c(SCC(=O)NC3CCCC3)nc2s1	-11	i	i	i	nt	8	nt	0	i	i	i
O=C(CSc1cccc2cccnc12)N/N=C/c1cccnc1	-1	i	nt	i	-10	nt	1	0	i	i	i
CCC(=O)Nc1cccc(C(=O)OCc2cccc([N+](=O)[O-])c2)c1	-4	i	i	i	nt	nt	nt	-4	i	i	i
Cc1ccc2c(c1)N(CC(=O)NCC1CCCO1)C(=O)CO2 (configuration not stated)	-2	i	i	i	10	-8	0	-2	i	i	i
CN1CCN(C2Cc3cc(Cl)ccc3Sc3cc(F)ccc32)CC1 (configuration not stated)	-13	i	-10*	i	11	-2	4	-5	i	i	-8*
Cc1cccc(Nc2ccc([N+](=O)[O-])cn2)c1	0	i	i	i	1	-1	5	-9	i	i	i
CCN(CC)C(=O)Cn1nc(-c2ccccc2O)nc1SCC(=O)Nc1ccc(OC)cc1	1	i	i	i	5	-3	-1	3	i	i	i
O=[N+]([O-])c1ccc(/C=N/n2cnc3ccccc32)s1	-8	i	i	i	-6	4	0	0	i	i	i
NC(=O)CSc1nnc(-c2ccc(S(=O)(=O)N3CCCC3)cc2)n1CC1CCCO1 (configuration not stated)	-8	i	i	i	1	-4	0	-1	i	i	i
CN(C)CCCN(C(=O)c1cc2ccccc2oc1=O)c1nc2ccc(F)cc2s1	-9	i	i	i	nt	12	nt	-6	i	i	i
COc1ccc(S(=O)(=O)NCc2ccccn2)cc1	-2	i	i	i	2	-4	-3	3	i	i	i
O=C(CSc1nc2c(cnn2-c2ccccc2)c(=O)[nH]1)N1N=C(c2cccs2)CC1c1ccc(F)cc1 (configuration not stated)	-26	i	i	i	0	-1	2	-1	-14*	i	i
Nc1ccc(Sc2cnn(-c3ccccc3)c(=O)c2Cl)cc1	-6	i	i	i	-1	0	0	0	i	i	i
Cc1cccn2c(=O)c3cc(C(=O)NC4CCCCC4)c(=N)n(Cc4ccccc4)c3nc12	-15	i	i	7*	-57	3	-1	1	i	nt	i
CC1CCCN(Cc2ccc(OCc3ccccc3)cc2)C1 (configuration not stated)	-9	i	i	i	-7	4	2	2	i	i	-7.6*
COc1ccc([C@@H]2Sc3ccccc3NC(=O)[C@@H]2O)cc1	-6	i	i	i	1	2	0	0	i	i	i
Nc1ccc2nc(C(F)(F)F)[nH]c2c1	-8	i	i	i	nt	5	2	2	i	i	i
CN(C)S(=O)(=O)c1cccc(NC(=O)COC(=O)CNC(=O)c2cccc([N+](=O)[O-])c2)c1	-14	i	i	i	-1	13	-2	2	i	i	i
CN(CC(=O)Nc1ccccc1N1CCOCC1)CC(=O)Nc1ccc(F)c(F)c1F	-8	i	i	i	1	-3	0	-3	i	i	i
Cc1cccc(NC(=O)c2ccccc2O)c1C	-6	i	i	i	1	4	-2	2	i	i	i
Cc1ccc(C)c(NC(=O)CCN2CCN(C)CC2)c1	-8	i	i	i	-3	12	0	1	i	nt	i
Going on with the list.
SMILES	hERG rescue	KCNQ1 act	KCNK3 inh	KCNQ1 block	HDAC3 inhib	DYRK1A inh	GSK3 alpha inh	GSK3beta inhib	KCNK9 inh	PolyA inhibitor	RGS4 pot
COc1cc(NC(=O)c2ccccc2)c(OC)cc1NC(=O)CN1CCOCC1	-13	i	i	i	-2	4	-1	1	i	i	i
O=C(CNC(=S)N(Cc1ccccc1Cl)C1CCCC1)NCCN1CCOCC1	-8	i	i	i	0	nt	-3	0	i	i	i
COCCCn1c(SCC(=O)N2CC(=O)Nc3ccccc32)nnc1-c1ccoc1C	-4	i	i	i	3	-5	3	2	i	i	i
O=C(COc1ccc(S(=O)(=O)N2CCCC2)cc1Cl)NC1CC1	-5	i	i	i	6	-7	14	-1	i	i	i
O=c1c2c3c(sc2nc2n1CCCC2)CCCCC3	-9	i	i	i	-2	6	0	5	i	i	i

Screens deposited in PubChem BioAssay by several laboratories.
